Assay outcomes: PubChem BioAssay, National Center for Advancing Translational Sciences (NCATS)
Tau fluor cs: counter-screen for tau fibril formation inhibitors; tau K18 P301L Alexa594 fluorescence, heparin fibrillization; Potency, µM (doses to about 57.7 µM), inactives show top-dose activity change, negative = decrease; 0.93% of 280,000 active; AID 1463; further: potency means the concentration at half of the fitted maximal effect; on the % scale 0 is the no-effect control and ±100 the full control effect; nearly all actives have a fitted effect of over 55% in size
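Human tau K18 P301L (15 uM unlabeled, 0.24 uM Alexa 594-labeled) in 100 mM sodium acetate pH 7 with 20 uM heparin, 6 hr at 37 C. ThT 30 uM added, 1 hr ambient; Alexa 594 FP and total fluorescence read at 555/632 nm.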
NPSR antagonist: antagonists of human neuropeptide S receptor cAMP signaling; Q6W5P4; CHO-NPSR cells, cAMP TR-FRET, antagonist mode; Potency, µM (top dose mostly 38.3 µM), inactives show at the top dose activity change, negative = inhibition, most hits filed as inhibitors; 1% of 220,000 active; AID 1461; further: potency means the concentration at half of the fitted maximal effect; on the % scale 0 is the no-effect control and ±100 the full control effect; nearly all actives have a fitted effect of over 50% in size; many of its hits are not listed in these tables
TR SRC2 fluor cs: counter-screen for TRb-SRC2 inhibitors: fluorescence interference; TRb/SRC2 Texas Red total fluorescence interference; Potency, µM (series often up to 106 µM), for the others: at the top dose fluorescence change, negative = quenching; 0.29% of 280,000 active; AID 1479; active means well fitted curve in either direction with a large enough effect; inconclusive means small, poorly fitted or top-dose-only effect; further: potency means the concentration at half of the fitted maximal effect; on the % scale 0 is the no-effect control and ±100 the full control effect
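Flags fluorescent or light-absorbing compounds by total fluorescence, S + 2P, at 555 nm excitation and 632 nm emission. Mixture: 20 nM Texas Red SRC2 peptide, 0.6 uM human TRb LBD, 1 uM T3, 5% DMSO; compound exposure 5 h at ambient temperature.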
CBFb-RUNX1 inh: CBF-beta/RUNX1 interaction disruption. Q01196+Q13951. AlphaScreen CBFb-His/RUNX1-biotin binding, biochemical. Potency, µM (highest dose often 59.8 µM), for inactives: top-dose activity, negative = inhibition, actives largely listed as inhibitors. 230,000 tested, under 10 active. AID 1477; further: % of control where 0% means no effect
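His-tagged CBF-beta and biotinylated RUNX1 (30 nM each) were premixed 20 min at room temperature, exposed to compound for 15 min, then given nickel-chelate and streptavidin AlphaScreen beads (50 ng each). After 90 min, AlphaScreen signal was read.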
Tau fibril FP: blocks human tau fibril formation measured by polarization; P10636; K18 P301L tau heparin fibrillization, Alexa594 FP, 6 h; Potency, µM (doses to about 57.7 µM), for the others: top-dose activity, negative = inhibition, hits mostly inhibitors; 0.39% of 280,000 active; AID 1468; further: potency means the concentration at half of the fitted maximal effect; on the % scale 0 is the no-effect control and ±100 the full control effect; nearly all actives have a fitted effect of over 55% in size
Target sequence (P10636 561-689 P618L limits assumed): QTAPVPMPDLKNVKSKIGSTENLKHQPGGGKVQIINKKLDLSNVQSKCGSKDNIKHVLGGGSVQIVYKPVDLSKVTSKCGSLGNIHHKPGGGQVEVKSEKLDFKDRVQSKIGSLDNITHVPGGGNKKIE
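FP of Alexa 594-tau after heparin (20 uM) induction. Substrate: human K18 P301L, 15 uM unlabeled, 0.24 uM labeled. Buffer 100 mM sodium acetate pH 7. 6 hr, 37 C.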
aGal spleen mod: alpha-galactosidase A (human) modulation; 0.008% of 240,000 active; AID 2107; P06280; Potency, µM (highest dose often 80 µM), for inactives: at the top dose activity change, negative = inhibition, hits mostly inhibitors; human spleen homogenate, 4MU-alpha-Gal fluorescence, 40 min;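 further: potency means the concentration at half of the fitted maximal effect; 0% = enzyme with vehicle and -100% = no enzyme basal signal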
Target sequence (P06280 32-429 limits assumed): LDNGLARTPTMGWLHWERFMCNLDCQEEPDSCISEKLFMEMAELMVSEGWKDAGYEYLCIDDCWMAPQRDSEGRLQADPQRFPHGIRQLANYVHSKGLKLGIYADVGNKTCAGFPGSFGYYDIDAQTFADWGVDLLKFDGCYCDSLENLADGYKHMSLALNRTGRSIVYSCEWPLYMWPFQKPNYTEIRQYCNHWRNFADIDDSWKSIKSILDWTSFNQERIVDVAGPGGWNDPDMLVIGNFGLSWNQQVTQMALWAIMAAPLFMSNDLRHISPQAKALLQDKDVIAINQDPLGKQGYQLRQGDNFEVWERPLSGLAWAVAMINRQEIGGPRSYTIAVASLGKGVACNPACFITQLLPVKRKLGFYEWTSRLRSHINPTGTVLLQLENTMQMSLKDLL
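Human spleen homogenate (1 ug) as enzyme source, 4-methylumbelliferyl-alpha-D-galactopyranoside 1 mM final, citrate/phosphate pH 5.0 with 0.01% Tween-20. Compounds 40 min at 37C, NaOH/glycine stop; fluorescence Ex 365/Em 440, Hill-fit AC50.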
TRb SRC2 PPI: TRbeta-SRC2 interaction inhibition; P10828; 0.065% of 280,000 active; AID 1469; TRbeta-SRC2 peptide binding, fluorescence polarization; receptor liganded with 1 µM T3; Potency, µM (series often up to 106 µM), for inactives: at the top dose activity change, negative = inhibition, actives largely listed as inhibitors;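 further: potency means the concentration at half of the fitted maximal effect; plate controls were bound peptide for no effect and peptide without receptor for full effect; nearly all actives have a fitted effect of over 50% in size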
Target sequence (P10828 whole entry, looked up): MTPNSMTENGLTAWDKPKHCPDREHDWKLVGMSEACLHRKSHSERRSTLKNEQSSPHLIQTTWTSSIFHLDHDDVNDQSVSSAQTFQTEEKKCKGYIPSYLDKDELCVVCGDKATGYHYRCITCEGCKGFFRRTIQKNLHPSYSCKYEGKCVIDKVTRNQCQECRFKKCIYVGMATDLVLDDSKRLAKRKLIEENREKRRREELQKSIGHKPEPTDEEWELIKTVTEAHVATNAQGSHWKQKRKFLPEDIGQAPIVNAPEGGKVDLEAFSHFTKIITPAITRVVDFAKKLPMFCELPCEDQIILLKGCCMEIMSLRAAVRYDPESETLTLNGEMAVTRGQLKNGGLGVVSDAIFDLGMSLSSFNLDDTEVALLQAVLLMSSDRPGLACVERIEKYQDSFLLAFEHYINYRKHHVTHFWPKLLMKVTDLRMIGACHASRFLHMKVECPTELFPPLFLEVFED
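Each compound concentration gave % activity, normalized to unbound and bound Texas Red SRC2 controls, from polarization read after 5 hr ambient incubation with T3-loaded human TRb LBD.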
Epigenetic derep: epigenetic control regulation, reporter derepression. murine LDR cells, GFP reporter derepression, 30 h. 0.2% of 280,000 active. Potency, µM (highest dose often 53.9 µM), without a hit: top-dose GFP activation, hits mostly activators; further: potency means the concentration at half of the fitted maximal effect; % of control where 0% means no effect; nearly all actives have a fitted effect of over 60% in size
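Murine LDR cells bearing a silenced CMV-driven GFP reporter were exposed to compound for 30 h at 37 C. After PBS washes, GFP-positive cells (20-120 um objects) counted by laser-scanning microplate cytometry.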
* hit, by the source's call; ? = inconclusive; / = no result given; & = joins results of further samples; [ ] = another dose, or the depositor's remark. Unless noted, the call rests on the fitted dose curve; in most records, active means well fitted curve in the direction sought with a large enough effect; inconclusive means small, poorly fitted or top-dose-only effect, or another doubt; inactive means no such curve, though single readings can be large; an effect the other way counts as inactive or inconclusive.

SMILES	Tau fluor cs	NPSR antagonist	TR SRC2 fluor cs	CBFb-RUNX1 inh	Tau fibril FP	aGal spleen mod	TRb SRC2 PPI	Epigenetic derep
COc1cccc2[nH]c3c(N4CCC5(CC4)OCCO5)ncnc3c12	-15%	-4%	-4%	-1%	1%	15%	2%	1.5%
COc1cccc(N2CCN(C(=O)c3c4c(nc5ccccc35)C(=O)N(C3CCCCC3)C4)CC2)c1	-4%	/	1%	/	-4%	/	-4%	0.0%
COC(=O)c1oc2c(c1C)C(=O)CCC2	1%	-14%	0%	3%	-4%	5%	1%	3.1%
O=C(COc1cccc2c1CCN(Cc1ccc(Br)cc1)C2=O)N1CCOCC1	-10%	-7%	-1%	7%	2%	1%	2%	1.3%
C=CCSc1cc(C)nc2c(-c3ccc(Cl)cc3)c(C)nn12	-25%	-24%[46.1 µM]	-3%	4%	5%	-17%	-14%	-3.5%
COc1ccc([N+](=O)[O-])cc1NC(=O)COC(=O)Cc1cc(OC)c(OC)c(OC)c1	6%	4%	4%	3%	12%	-1%	10%	-1.1%
Cc1nc(C)c(CC(=O)N/N=C/c2ccc(O)cc2)c(=O)[nH]1	6%	12%	0%	4%	-3%	-5%	-3%	-0.9%
Cc1cc(NC(=O)c2cc3n(n2)C(C(F)(F)F)CC(c2ccc(Cl)c(Cl)c2)N3)no1 (stereo unspecified)	-21%	?	2%	5%	0%	5%	-9%	0.0%
CC1(C)CC(=O)C2=C(C1)NCN(Cc1ccc3c(c1)OCO3)C2	-2%	-8%[46.1 µM]	1%	6%	-2%	-1%	0%	5.7%
COCCCn1c(C)nc2c(c1=O)c1nc3ccccc3nc1n2CCc1ccccc1	-11%	?	0%	5%	?	4%	6%	-1.1%
CC(C)C(=O)NNC(=O)CC(=O)Nc1ccccc1C(=O)O	-5%	-3%[7.67 µM]	-3%	2%	0%	-2%	8%	-1.4%
COc1cccc(C(=O)NNc2nc(C)cc(C)n2)c1	9%	8%	0%	-2%	5%	-1%	-6%	2.6%
COC(=O)c1c(NC(=O)CN2CCN(c3cccc(Cl)c3)CC2)sc(C)c1C	0%	-25%	4%	1%	-5%	-2%	-5%	2.6%
O=C1N=C2SCCN2/C1=C\c1ccc(Cl)cc1	-2%	-5%[46.1 µM]	0%	0%	-7%	0%	-7%	1.0%
COC(=O)c1c(N2C(=O)[C@H]3[C@@H](C2=O)[C@]2(C(=O)Nc4c(C)cccc42)N2CCC[C@@H]32)sc(C)c1C	-10%	-6%	-12%	-22%	-2%	9%	-6%	-1.9%
Cc1ccc(C(C(=O)NC2CCCC2)N(Cc2cccnc2)C(=O)c2snc(C(N)=O)c2N)o1 (stereo unspecified)	-10%	-10%[46.1 µM]	-1%	1%	-6%	16%	0%	-1.0%
CCCc1cc(-c2n[nH]c(=S)n2Cc2ccccc2)cs1	-23%	-3%[46.1 µM]	0%	-7%	4%	8%	-18%	-3.7%
O=C1NCC(COCc2ccccc2)O1 (stereo unspecified)	1%	5%[46.1 µM]	-2%	9%	-1%	-6%	-11%	-0.8%
CCN(CC)S(=O)(=O)c1ccc2oc(SCC(=O)NCc3ccccc3)nc2c1	?	-22%[46.1 µM]	-3%	-2%	0%	9%	-3%	0.7%
COc1ccc(-c2nnc3sc(-c4ccccn4)nn23)cc1	-8%	?	-3%	-2%	-2%	-1%	-10%	-4.3%
Cc1ccc2onc(CC(=O)Nc3cc(F)ccc3F)c2c1	0%	/	4%	/	-1%	/	3%	0.0%
O=C(CSc1nnc(CCCOc2ccc(Cl)cc2Cl)o1)Nc1ccc(C(=O)O)cc1	-11%	-5%	-2%	8%	-7%	4%	-4%	1.0%
Cc1nn(Cc2ccccc2)c(C)c1NC(=O)CCCn1nc([N+](=O)[O-])cc1C	-4%	-6%	-2%	8%	9%	5%	0%	1.2%
O=C(c1ccc2c(c1)OCO2)N1CCN(c2ccc(F)cc2)CC1	-3%	-11%[46.1 µM]	0%	-6%	-2%	2%	9%	-0.7%

In a second layout: results already given.
The line under a structure holds: Tau fluor cs	NPSR antagonist	TR SRC2 fluor cs	CBFb-RUNX1 inh	Tau fibril FP	aGal spleen mod	TRb SRC2 PPI	Epigenetic derep
COc1cccc(C(=O)NNc2nc(C)cc(C)n2)c1
    9%	8%	0%	-2%	5%	-1%	-6%	2.6%
COC(=O)c1c(NC(=O)CN2CCN(c3cccc(Cl)c3)CC2)sc(C)c1C
    0%	-25%	4%	1%	-5%	-2%	-5%	2.6%
O=C1N=C2SCCN2/C1=C\c1ccc(Cl)cc1
    -2%	-5%[46.1 µM]	0%	0%	-7%	0%	-7%	1.0%
COC(=O)c1c(N2C(=O)[C@H]3[C@@H](C2=O)[C@]2(C(=O)Nc4c(C)cccc42)N2CCC[C@@H]32)sc(C)c1C
    -10%	-6%	-12%	-22%	-2%	9%	-6%	-1.9%

Additional compounds:
SMILES	Tau fluor cs	NPSR antagonist	TR SRC2 fluor cs	CBFb-RUNX1 inh	Tau fibril FP	aGal spleen mod	TRb SRC2 PPI	Epigenetic derep
Cc1ccc2nc(-c3ccc(F)cc3)c(NC(C)(C)CC(C)(C)C)n2c1	-27%	/	-11%	/	9%	/	5%	2.2%
CC(=O)N1CCc2cc(Br)cc(S(=O)(=O)N3CCC(C(=O)Nc4ccc(C(C)C)cc4)CC3)c21	-25%	/	11%	/	?	/	8%	-0.9%
CC(C)C/C=C1\CCc2c([nH]c3ccccc23)C1=O	-9%	-7%	-1%	5%	-2%	2%	5%	-2.6%
Cc1cc(C)c(C#N)c(SCCN2CCOCC2)n1	-13%	-8%	4%	4%	0%	2%	-1%	0.1%
Cc1cc(C)c(C)c(OCCCN(C)C)c1	-3%	12%	-2%	-9%	-1%	2%	-3%	1.3%
COC(=O)c1cccc(C#CC(NP(=O)(c2ccccc2)c2ccccc2)c2ccccc2)c1 (stereo unspecified)	4%&16%	-44%	-4%&-1%	5%&-5%	6%&0%	-8%&0%	-1%&3%	-0.6%&-1.9%
Cc1ccc(C(=O)c2cc([N+](=O)[O-])ccc2N2CCOCC2)cc1	-10%	-3%	-4%	2%	5%	7%	2%	0.0%
Cc1ccc(S(=O)(=O)c2c(C)cc(C)nc2N2CCOCC2)cc1	-1%	-6%	-5%	-7%	0%	3%	-3%	-0.5%
CCOC(=O)C1(CCCc2ccccc2)CCN(C2CCN(C(C)=O)CC2)CC1	-4%	2%	-2%	6%	-7%	-11%	10%	-2.9%
c1ccc2c(c1)nc1n2CC2CON(C3CCCCC3)C12 (stereo unspecified)	11%	15%	-4%	3%	3%	-4%	0%	6.3%
CCOC(=O)N1CCN(C(=O)CCN2C(=O)COc3ccccc32)CC1	-10%	0%[46.1 µM]	-1%	3%	7%	4%	-12%	-1.1%
COC(=O)COC(=O)c1ccc(-n2nnnc2SC)cc1	-7%	-27%[46.1 µM]	1%	-1%	3%	3%	9%	-0.1%
COc1cc(C(=O)OCC(=O)Nc2ccc(SC(F)F)cc2)cc(OC)c1OC	9%	14%	-8%	4%	4%	-2%	5%	9.1%
CCc1ccc(CN2CCc3nc(Nc4ccc5c(c4)OCCO5)ncc3C2)cc1	?	/	1%	/	?	/	0%	-6.2%
CNC(=O)C(NC(=O)Nc1ccc(C)cc1)C(C)(C)C (stereo unspecified)	-1%	15%	1%	-1%	-5%	2%	-3%	-2.2%
Cn1c(=O)oc2cc(NC(=O)CCl)ccc21	-2%	-15%	-1%	9%	1%	2%	2%	2.5%
CC(C)(C)C(=O)c1no[n+]([O-])c1/C(=N/O)C(C)(C)C	-4%	?	1%	5%	-8%	8%	-16%	1.7%
Cc1cccc(/C(N)=N/OC(=O)Cc2cccs2)c1	-21%	-12%[46.1 µM]	-1%	27%	-1%	-9%	-4%	1.1%
COc1ccc(/C=N/NC(=O)C2C3CCCCC32)cc1OC (stereo unspecified)	-6%	12%	-1%	3%	1%	2%	1%	0.5%
O=C(CN(c1ccccc1F)S(=O)(=O)c1ccccc1)N1CCCCCC1	4%	-18%[46.1 µM]	5%	6%	6%	1%	-3%	2.1%
CCn1c(CCCOc2ccc(Cl)cc2Cl)n[nH]c1=S	-8%	?	-2%[53 µM]	16%	-3%	-3%	18%[53 µM]	-1.4%
Cc1cccc(N2CCN(c3ccc4cc(S(=O)(=O)N5CCC(C)CC5)ccc4n3)CC2)c1C	4%	/	0%	/	-3%	/	-1%	-2.6%
CCOc1cnc(C(=O)NNC(=O)C(Br)C(C)C)o1 (stereo unspecified)	2%	13%	1%	-11%	8%	-1%	2%	1.3%
CCOc1ccc(NC(=O)CSc2nc3ccccc3c(=O)n2CCCC(=O)N2CCCC2)cc1	-8%	-5%[46.1 µM]	-5%	5%	0%	6%	-4%	-0.2%
O=C(CCCCCNC(=O)c1ccccc1Cl)N/N=C/c1ccco1	0%	8%	-7%	-3%	2%	-2%	-3%	0.0%
Cc1ccc2c(C)c(C(=O)N(Cc3ccc(Cl)cc3)C3CCS(=O)(=O)C3)oc2c1 (stereo unspecified)	-20%	/	4%	/	-11%	/	-6%	0.0%
Fc1ccc(-n2cc(-c3ccccc3)[n+]3c2SCC3)cc1	-2%	12%	0%	-1%	-5%	0%	4%	1.1%
c1ccc2c3nnc4n(c-3nc2c1)CCCS4	-5%	-7%[46.1 µM]	-4%	-2%	1%	10%	-23%	0.9%
Cc1cccc(CNc2cc(-c3ccc(C(=O)N(C)C)cc3)ncn2)c1	-9%	/	-2%	/	7%	3%	-5%	3.6%
CC(C)n1cnc2c(Nc3cccc(Cl)c3)nc(NCCCO)nc21	-17%	-35%	-4%	-2%	-9%	-2%	3%	6.6%
O=C(CN1CCSCC1)N/N=C/c1ccc(F)cc1	0%	-6%[46.1 µM]	-2%	-1%	-8%	5%	-9%	1.2%
O=C(C1COc2ccccc2O1)N1CCN(c2ccccc2F)CC1 (stereo unspecified)	-5%	-11%[46.1 µM]	-1%	1%	1%	-1%	-19%	-0.8%
CC(C)CCNC(=O)CC1C(=O)N(Cc2ccccc2)C(C)c2nc3ccccc3n21 (stereo unspecified)	-6%	-2%[46.1 µM]	-1%	4%	5%	-7%	2%	4.3%

Not all compounds are listed; the hit share may differ from the screen's.
